CHOP inhibitor: inhibitors of CHOP promoter induction, primary screen, cell-based, unfolded protein response, luciferase reporter | CHO-K1 CHOP-promoter luciferase, tunicamycin-induced, 15-18 h | 3.8% of 220,000 active | inhibition, % at 10 µM | AID 2732, 2010;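 active means compounds that reduced the stress-induced luciferase reporter signal by more than about 70% of percent inhibition, limit read from the data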;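 further: 0% = tunicamycin plus vehicle and 100% = wells without tunicamycin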
L929 necroptosis: inhibitors of zVAD-triggered necroptosis, primary screen, L929 cells. L929 zVAD necroptosis rescue, ATP luminescence, 24 h; with zVAD 60 µM. viability rescue, % at 10 µM. 0.38% of 220,000 active;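 active means activation, scaled between plate controls, above about 75%, limit read from the data; inactive means activation under that limit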;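 further: 0% = zVAD with DMSO and 100% = DMSO alone without zVAD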
PPC-1+TRAIL kill: compounds killing PPC-1 cancer cells with TRAIL present, primary screen, TRAIL potentiator project, ATPLite luminescence, uHTS; 0.41% of 220,000 active; cell killing (% activity), % at 4 µM; AID 1443, 2008; PPC-1 cells + TRAIL, ATPLite viability luminescence;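 active means cell killing above 50% in the first pass at 4 µM, then a duplicate retest at 5 µM averaging 50% or more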;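 further: plate controls were cells with TRAIL plus DMSO for no effect and medium-only wells lacking cells for full effect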
TNF necrop inh: inhibitors of TNF-alpha triggered necroptosis, primary screen, cell-based, Jurkat FADD-/-, single concentration; Jurkat FADD-/- TNF necroptosis rescue, ATP luminescence, 24 h; 0 = TNF only, 100 = no-TNF cells; activation (protection from cell death), % at 10 µM; 0.068% of 220,000 active; AID 463075, 2010;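 active means activation, meaning protection from cell death, of at least 50% relative to plate controls; inactive means activation below 50%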;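 further: necroptosis triggered by 40 ng/mL TNF-alpha added together with compound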
Wee1 degr inh: Wee1 degradation inhibitors, primary screen, cell-based, HeLa, Wee1K328M-luciferase, luminescence | HeLa Luc-Wee1K328M stability; 100% = proteasome inhibitor MG132 effect | reporter increase, % at 5 µM | 1.2% of 220,000 active | AID 1321, 2008;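 active means activation above the mean of all tested compounds plus 3 SD, set per screening run, cut at about 8.8% in these data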;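 further: cells exposed to compound for 20 h before luminescence read; 0% = DMSO alone and 100% = MG132 at 30 µM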
FXIa inh 1536: human FXIa protease inhibitors, primary screen, biochemical, 1536-well; Coagulation factor XI (Homo sapiens), P03951; inhibition, % at 5 µM; purified FXIa, Boc-Glu-Ala-Arg-AMC fluorogenic substrate; 0.14% of 220,000 active;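 active means inhibition of at least 40%; inactive means inhibition below 40%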;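 further: fluorescence of freed AMC excited at 355 nm; 0% = enzyme without compound and 100% = no enzyme blank; many of its hits are not listed in these tables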
Target sequence (P03951 19-387 limits assumed): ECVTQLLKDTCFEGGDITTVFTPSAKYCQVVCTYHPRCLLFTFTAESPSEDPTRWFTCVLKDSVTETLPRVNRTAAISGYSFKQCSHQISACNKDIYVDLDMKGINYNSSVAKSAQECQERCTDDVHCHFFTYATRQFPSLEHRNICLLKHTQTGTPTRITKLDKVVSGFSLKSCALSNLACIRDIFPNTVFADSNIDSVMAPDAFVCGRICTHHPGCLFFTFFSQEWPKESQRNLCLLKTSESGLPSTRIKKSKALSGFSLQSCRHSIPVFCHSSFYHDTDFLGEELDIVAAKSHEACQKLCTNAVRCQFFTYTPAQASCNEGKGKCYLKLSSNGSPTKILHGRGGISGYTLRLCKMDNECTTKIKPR
Target sequence (P03951 388-625 limits assumed): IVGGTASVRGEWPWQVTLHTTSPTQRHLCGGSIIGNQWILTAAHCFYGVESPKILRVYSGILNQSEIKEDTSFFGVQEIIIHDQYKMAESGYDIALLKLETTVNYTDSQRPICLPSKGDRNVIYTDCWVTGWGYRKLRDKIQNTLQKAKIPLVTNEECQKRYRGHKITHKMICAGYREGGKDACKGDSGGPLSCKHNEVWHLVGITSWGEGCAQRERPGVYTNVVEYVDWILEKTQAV
TbHK1 inh: Trypanosoma brucei hexokinase 1 inhibitors, primary screen, biochemical, G6PDH-coupled NADH absorbance, MLSCN library; hexokinase 1 [Trypanosoma brucei]; recombinant TbHK1, G6PDH-coupled NADH A340; inhibition, % at 10 µM; 0.11% of 220,000 active; AID 1430, 2008;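 active means inhibition of 50% or more in the single-dose primary screen; inactive means inhibition below 50%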
FXIIa inh 1536: human FXIIa protease inhibitors, primary screen, biochemical, 1536-well; Coagulation factor XII (Homo sapiens), P00748; purified FXIIa, Boc-QGR-AMC fluorogenic substrate, 2 h; inhibition, % at 5 µM; 0.3% of 220,000 active; in the data active means inhibition above about 40%;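 further: 0% = enzyme with no compound and 100% = blank without enzyme; many of its hits are not listed in these tables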
PGE2 EP2 inh: human EP2 receptor antagonists, primary screen, TR-FRET cAMP, C6 glioma cells; inhibition, % at 25 µM; C6 glioma cells expressing human EP2; cells stimulated with saturating PGE2; AID 1422, 2008; 0.52% of 260,000 active; Prostaglandin E2 receptor EP2 subtype (Homo sapiens), P43116;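 active means percent inhibition above 40 after rounding to a whole number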;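 further: rat C6 glioma host cells with rolipram phosphodiesterase inhibitor present; the protocol text gives 20 µM as final concentration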
Target sequence (P43116 whole entry, looked up): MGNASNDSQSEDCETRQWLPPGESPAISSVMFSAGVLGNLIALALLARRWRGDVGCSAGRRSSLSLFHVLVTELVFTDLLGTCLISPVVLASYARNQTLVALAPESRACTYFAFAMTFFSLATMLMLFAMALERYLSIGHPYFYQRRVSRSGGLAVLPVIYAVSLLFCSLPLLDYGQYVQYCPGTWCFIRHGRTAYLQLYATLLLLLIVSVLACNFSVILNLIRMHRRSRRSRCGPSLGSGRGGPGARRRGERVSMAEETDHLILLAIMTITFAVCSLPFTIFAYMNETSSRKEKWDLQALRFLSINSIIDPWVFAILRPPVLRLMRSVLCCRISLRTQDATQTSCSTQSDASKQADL
* marks the source's active call; other numbers are inactive results. A portion of the library; count on the stated rates, not on these rows.

Screening COc1cccc(NC(=O)CSc2nnc(-c3ccc(C)cc3)o2)c1 returned CHOP inhibitor 48, L929 necroptosis -0.6, PPC-1+TRAIL kill 57*, TNF necrop inh 1.2, Wee1 degr inh 4, FXIa inh 1536 0, TbHK1 inh -6, FXIIa inh 1536 11 and PGE2 EP2 inh 9.
For O=C(Nc1ccc(Cl)cc1)N[C@@H]1c2c(ccc3ccccc23)OC[C@@H]1CO the results were CHOP inhibitor -8, L929 necroptosis 0.6, PPC-1+TRAIL kill 36, TNF necrop inh -3.6, Wee1 degr inh 2, FXIa inh 1536 2, TbHK1 inh -1, FXIIa inh 1536 11 and PGE2 EP2 inh 12.
Screening COc1ccc2c(c1)/C(=N/OC(=O)c1cccs1)CCC2 returned CHOP inhibitor 28, L929 necroptosis 0.9, PPC-1+TRAIL kill 0, TNF necrop inh 1.0, Wee1 degr inh 0, FXIa inh 1536 -2, TbHK1 inh 5, FXIIa inh 1536 6 and PGE2 EP2 inh 3.
COc1ccc(NC(=O)CN2CCCCC2)c([N+](=O)[O-])c1 was read as CHOP inhibitor -59, L929 necroptosis 0.5, PPC-1+TRAIL kill 3, TNF necrop inh -1.9, Wee1 degr inh -1, FXIa inh 1536 5, TbHK1 inh -1, FXIIa inh 1536 10 and PGE2 EP2 inh 18.
`N#Cc1c(C(F)(F)F)cc(-c2cccs2)nc1N1CCCCC1` gave CHOP inhibitor 12, L929 necroptosis 0.1, PPC-1+TRAIL kill 2, TNF necrop inh 5.4, Wee1 degr inh -2, FXIa inh 1536 2, TbHK1 inh -3, FXIIa inh 1536 4 and PGE2 EP2 inh 12.
CCC(CC)C(=O)Nc1cc(C(=O)OC)ccc1C(=O)OC was read as CHOP inhibitor 10, L929 necroptosis 0.0, PPC-1+TRAIL kill 6, TNF necrop inh 0.8, Wee1 degr inh -1, FXIa inh 1536 8, TbHK1 inh -2, FXIIa inh 1536 8 and PGE2 EP2 inh 5.
For CC1(C)CC(=O)C2=C(C1)OC(N)=C(C#N)C2c1ccoc1 (stereo not given) the results were CHOP inhibitor 16, L929 necroptosis 0.3, PPC-1+TRAIL kill -5, TNF necrop inh -0.7, Wee1 degr inh -1, FXIa inh 1536 -5, TbHK1 inh 5, FXIIa inh 1536 3 and PGE2 EP2 inh 9.
CCCCN1C(=O)/C(=C/C=C2\Oc3ccccc3N2CC)SC1=S was read as CHOP inhibitor 29, L929 necroptosis 9.6, PPC-1+TRAIL kill -6, TNF necrop inh 1.1, Wee1 degr inh 1, FXIa inh 1536 1, TbHK1 inh -4, FXIIa inh 1536 8 and PGE2 EP2 inh 10.
C/C(=N\NC(=O)c1ccncc1)C12CC3CC(CC(C3)C1)C2 was read as CHOP inhibitor -22, L929 necroptosis 1.7, PPC-1+TRAIL kill 27, TNF necrop inh 1.7, Wee1 degr inh 1, FXIa inh 1536 5, TbHK1 inh -2, FXIIa inh 1536 4 and PGE2 EP2 inh 3.
For CCCCN1C(=O)c2ccc(C(=O)NCCN3C(=O)S/C(=C\c4cccnc4)C3=O)cc2C1=O the results were CHOP inhibitor 76*, L929 necroptosis 0.8, PPC-1+TRAIL kill 43, TNF necrop inh 0.9, Wee1 degr inh 1, FXIa inh 1536 7, TbHK1 inh 21, FXIIa inh 1536 8 and PGE2 EP2 inh 5.
For COC(=O)c1ccccc1NS(=O)(=O)c1ccc(NC(C)=O)cc1 the results were CHOP inhibitor 0, L929 necroptosis 1.9, PPC-1+TRAIL kill 3, TNF necrop inh 1.0, Wee1 degr inh 7, FXIa inh 1536 -4, TbHK1 inh -8, FXIIa inh 1536 4 and PGE2 EP2 inh 8.
`Cc1oc(-c2ccc(Cl)cc2)nc1CN1CCC(C(=O)N2CCc3ccccc3C2)CC1` gave CHOP inhibitor 91*, L929 necroptosis 2.9, PPC-1+TRAIL kill 20, TNF necrop inh -5.0, Wee1 degr inh 0, FXIa inh 1536 3, TbHK1 inh -17 and FXIIa inh 1536 14.
For CC1CC(=S)Nc2ccccc2N1Cc1ccccc1 (stereo not given) the results were CHOP inhibitor -7, L929 necroptosis -0.3, PPC-1+TRAIL kill 16, TNF necrop inh -1.6, Wee1 degr inh 0, FXIa inh 1536 10, TbHK1 inh 4, FXIIa inh 1536 11 and PGE2 EP2 inh 5.
O=C(CCCOc1ccc(Cl)cc1Cl)NCc1ccccn1 was read as CHOP inhibitor -2, L929 necroptosis 0.0, PPC-1+TRAIL kill 13, TNF necrop inh 0.5, Wee1 degr inh 2, FXIa inh 1536 15, TbHK1 inh 0, FXIIa inh 1536 9 and PGE2 EP2 inh 3.
`COc1ccccc1C(=O)Nc1ccc(S(=O)(=O)N2CCCCC2c2cccnc2)cc1` (stereo not given) gave CHOP inhibitor -4, L929 necroptosis -0.2, PPC-1+TRAIL kill 8, TNF necrop inh 5.5, Wee1 degr inh 5, FXIa inh 1536 -3, TbHK1 inh -9, FXIIa inh 1536 10 and PGE2 EP2 inh 5.
`O=C(Nc1ncn[nH]1)c1cccc(S(=O)(=O)N2CCOCC2)c1` gave CHOP inhibitor 38, L929 necroptosis 0.0, PPC-1+TRAIL kill 3, TNF necrop inh 0.4, Wee1 degr inh 0, FXIa inh 1536 -4, TbHK1 inh -1, FXIIa inh 1536 0 and PGE2 EP2 inh 4.
Screening COC(=O)C1=C(C)NC(C)=C(C(=O)OC)C1c1ccc(-c2cc(Cl)ccc2Cl)o1 returned CHOP inhibitor 66, L929 necroptosis 1.2, PPC-1+TRAIL kill 10, TNF necrop inh 4.4, Wee1 degr inh 1, FXIa inh 1536 5, TbHK1 inh -16, FXIIa inh 1536 6 and PGE2 EP2 inh 4.
`CCOP(=O)(OCC)C(Nc1ccccn1)c1ccc(F)cc1` (stereo not given) gave CHOP inhibitor 6, L929 necroptosis -0.2, PPC-1+TRAIL kill 21, TNF necrop inh 2.3, Wee1 degr inh -4, FXIa inh 1536 3, TbHK1 inh -6, FXIIa inh 1536 2 and PGE2 EP2 inh 7.
For Cn1cc(CNC(=O)CC2C(=O)NCCN2CC(C)(C)C)cn1 (stereo not given) the results were CHOP inhibitor 4, L929 necroptosis -0.4, PPC-1+TRAIL kill 15, TNF necrop inh 0.2, Wee1 degr inh 7, FXIa inh 1536 -2, TbHK1 inh -3, FXIIa inh 1536 6 and PGE2 EP2 inh 2.
For COc1ccc(NC(C)(C)c2nnnn2-c2c(C)cccc2C)cc1 the results were CHOP inhibitor 17, L929 necroptosis -0.1, PPC-1+TRAIL kill -3, TNF necrop inh 1.0, Wee1 degr inh 3, FXIa inh 1536 13, TbHK1 inh 1, FXIIa inh 1536 6 and PGE2 EP2 inh 7.
`CC1CCN(CC(O)COC2CCC(C(C)(C)C)CC2)CC1` (stereo not given) gave CHOP inhibitor 38, L929 necroptosis 0.6, PPC-1+TRAIL kill 5, TNF necrop inh -0.7, Wee1 degr inh 1, FXIa inh 1536 -2, TbHK1 inh 6, FXIIa inh 1536 -1 and PGE2 EP2 inh 9.
Screening COC(=O)c1c(NC(=O)C2C3CCC(C3)C2C(=O)O)sc2c1CCCCC2 (stereo not given) returned CHOP inhibitor -25, L929 necroptosis 1.5, PPC-1+TRAIL kill 11, TNF necrop inh -1.3, Wee1 degr inh 8, FXIa inh 1536 -4, TbHK1 inh -6, FXIIa inh 1536 2 and PGE2 EP2 inh 21.
c1ccc(COC2CCCN(Cc3nc(Cc4ccccc4)no3)C2)cc1 (stereo not given) was read as CHOP inhibitor 14, L929 necroptosis -1.0, PPC-1+TRAIL kill -8, TNF necrop inh 2.0, Wee1 degr inh -3, FXIa inh 1536 3, TbHK1 inh -8, FXIIa inh 1536 8 and PGE2 EP2 inh 6.
For Cc1onc(-c2ccccc2)c1-c1nnc(-c2ccccc2C(F)(F)F)o1 the results were CHOP inhibitor 19, L929 necroptosis 0.3, PPC-1+TRAIL kill 0, TNF necrop inh 6.1, Wee1 degr inh 2, FXIa inh 1536 3, TbHK1 inh 5, FXIIa inh 1536 5 and PGE2 EP2 inh 10.
Screening Cc1ccc(S(=O)(=O)Nc2cc(=O)[nH]c(SCC(=O)Nc3cccc(C)c3)n2)cc1 returned CHOP inhibitor 26, L929 necroptosis 0.2, PPC-1+TRAIL kill 9, TNF necrop inh 2.1, Wee1 degr inh -3, FXIa inh 1536 -1, TbHK1 inh -6, FXIIa inh 1536 5 and PGE2 EP2 inh 4.
For Cc1cc(Cl)cc(Br)c1OCCNCC(C)O (stereo not given) the results were CHOP inhibitor 5, L929 necroptosis 0.0, PPC-1+TRAIL kill 11, TNF necrop inh 5.5, Wee1 degr inh 4, FXIa inh 1536 7, TbHK1 inh 6, FXIIa inh 1536 20 and PGE2 EP2 inh 13.
CCOc1cc(S(=O)(=O)N2CCCC2)ccc1Cl was read as CHOP inhibitor 26, L929 necroptosis 0.0, PPC-1+TRAIL kill -2, TNF necrop inh -0.2, Wee1 degr inh 0, FXIa inh 1536 -11, TbHK1 inh -4, FXIIa inh 1536 6 and PGE2 EP2 inh 6.
`CCCOc1cccc(C(=O)N(Cc2ccc(OC)c(OC)c2)C2CCS(=O)(=O)C2)c1` (stereo not given) gave CHOP inhibitor 21, L929 necroptosis 1.5, PPC-1+TRAIL kill 1, TNF necrop inh 0.5, Wee1 degr inh 0, FXIa inh 1536 -11, TbHK1 inh 10, FXIIa inh 1536 11 and PGE2 EP2 inh 8.
`CCCCCCn1c(SCCN2CCOCC2)nc2c1c(=O)[nH]c(=O)n2C` gave CHOP inhibitor 7, L929 necroptosis 0.4, TNF necrop inh 0.3, Wee1 degr inh -2, FXIa inh 1536 5, TbHK1 inh 4, FXIIa inh 1536 12 and PGE2 EP2 inh 16.
COc1ccc(C2CC(C(F)(F)F)n3nc(C(=O)NCc4cn(C)nc4C)c(Cl)c3N2)cc1 (stereo not given) was read as CHOP inhibitor 20, L929 necroptosis -0.2, PPC-1+TRAIL kill 7, TNF necrop inh -8.0, Wee1 degr inh 5, FXIa inh 1536 -6, TbHK1 inh -9, FXIIa inh 1536 7 and PGE2 EP2 inh 8.
For Cc1ccc(S(=O)(=O)N(C)C)cc1NC(=S)Nc1ccc2[nH]c(=O)[nH]c2c1 the results were CHOP inhibitor -6, L929 necroptosis 1.4, PPC-1+TRAIL kill 8, TNF necrop inh 1.0, Wee1 degr inh -2, FXIa inh 1536 -2, TbHK1 inh -1, FXIIa inh 1536 6 and PGE2 EP2 inh 4.
CN1C(=O)C(CC(=O)Nc2ccc(F)cc2)N(CCCc2ccccc2)C1=S (stereo not given) was read as CHOP inhibitor 33, L929 necroptosis 0.0, PPC-1+TRAIL kill 2, TNF necrop inh -3.2, Wee1 degr inh 4, FXIa inh 1536 1, TbHK1 inh 1, FXIIa inh 1536 7 and PGE2 EP2 inh 12.
